# High-throughput results: PubChem BioAssay, National Center for Advancing Translational Sciences (NCATS)
# G9a block – qHTS Assay for Inhibitors of Histone Lysine Methyltransferase G9a; Histone-lysine N-methyltransferase EHMT2 (Homo sapiens), Q96KQ7; G9a H3K9 monomethylation, AlphaScreen, 2 h; Potency, µM (titrated, usually from 102 µM), without a hit: at the highest dose activity, negative = inhibition, most hits filed as inhibitors; 350,000 compounds, 8.8% hits; AID 504332, 2011; further: on the % scale 0 is the no-effect control and ±100 the full control effect; nearly all actives have a fitted effect of over 75% in size
#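 G9a (20 nM) preincubated 15 min RT with compounds, then 500 nM biotinylated H3K9 peptide and 20 uM SAM added; 2 h RT reaction. Monomethyl-H3K9 product detected by AlphaScreen with anti-H3K9me1 antibody, streptavidin donor and anti-rabbit IgG acceptor beads.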
# Anesthetic bind – qHTS Assay for Identification of Novel General Anesthetics. AID 485281, 2010. Potency, µM (top dose mostly 77.5 µM), for the others: at the top dose activity change, negative = displacement, actives largely listed as inhibitors. apoferritin/1-aminoanthracene competitive binding, fluorescence. 350,000 compounds, 0.074% hits. Ferritin light chain (Equus caballus), P02791; further: on the % scale 0 is the no-effect control and ±100 the full control effect; nearly all actives have a fitted effect of over 20% in size
# Target sequence (P02791 2-175 limits assumed): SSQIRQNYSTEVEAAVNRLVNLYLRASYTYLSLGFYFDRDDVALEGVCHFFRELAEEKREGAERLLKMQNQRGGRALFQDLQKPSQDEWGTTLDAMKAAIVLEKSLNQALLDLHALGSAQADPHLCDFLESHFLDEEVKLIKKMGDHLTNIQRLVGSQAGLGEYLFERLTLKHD
#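 Read-out: endpoint 1-AMA fluorescence, excitation 380 nm and emission 535 nm, after compounds sit 10 min at room temperature with 10 uM horse-spleen apoferritin in 50% saturated 1-AMA/PBS. Values come from four-parameter Hill fits.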
# POLK inh – qHTS for Inhibitors of Polymerase Kappa; DNA polymerase kappa (Homo sapiens), Q9UBT6; purified Pol kappa, fluorescent DNA synthesis assay, 10 min; Potency, µM (series often up to 107 µM), for inactives: at the top dose activity, negative = inhibition, actives largely listed as inhibitors; 400,000 compounds, 0.53% hits; further: on the % scale 0 is the no-effect control and ±100 the full control effect
# Target sequence (Q9UBT6 whole entry, looked up): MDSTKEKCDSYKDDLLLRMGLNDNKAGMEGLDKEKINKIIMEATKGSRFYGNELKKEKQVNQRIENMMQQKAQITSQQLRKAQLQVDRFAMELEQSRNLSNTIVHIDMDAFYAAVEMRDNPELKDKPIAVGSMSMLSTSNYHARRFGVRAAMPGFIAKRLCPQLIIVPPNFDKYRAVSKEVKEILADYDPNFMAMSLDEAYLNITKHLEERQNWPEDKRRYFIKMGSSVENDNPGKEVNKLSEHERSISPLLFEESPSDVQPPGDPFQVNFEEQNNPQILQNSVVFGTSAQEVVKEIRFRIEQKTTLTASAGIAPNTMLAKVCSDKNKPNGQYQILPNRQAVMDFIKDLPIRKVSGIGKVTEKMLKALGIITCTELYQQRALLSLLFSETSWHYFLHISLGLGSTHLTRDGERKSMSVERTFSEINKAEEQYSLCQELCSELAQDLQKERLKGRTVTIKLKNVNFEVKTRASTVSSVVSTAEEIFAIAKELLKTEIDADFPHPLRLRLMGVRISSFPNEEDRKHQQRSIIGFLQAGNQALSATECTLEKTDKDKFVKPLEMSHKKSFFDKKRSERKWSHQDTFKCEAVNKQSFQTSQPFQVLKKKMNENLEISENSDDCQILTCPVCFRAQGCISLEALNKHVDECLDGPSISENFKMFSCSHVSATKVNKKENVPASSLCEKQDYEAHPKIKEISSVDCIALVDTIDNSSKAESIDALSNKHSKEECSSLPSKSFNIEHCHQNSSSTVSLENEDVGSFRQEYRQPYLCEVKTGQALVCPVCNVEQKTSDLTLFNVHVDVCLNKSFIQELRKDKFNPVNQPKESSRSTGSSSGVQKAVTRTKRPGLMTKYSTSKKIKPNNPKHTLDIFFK
#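 Fluorescent qHTS in 1536-well format: enzyme (10 nM) and compound sat 15 min at room temperature before 50 nM substrate (final) was added. Signal taken at 0 and 10 min; no-enzyme buffer wells were negative controls.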
# Pol beta inh – qHTS Assay for Inhibitors of DNA Polymerase Beta | Pol beta primer extension/strand displacement, fluorescence kinetic | P06746 | AID 485314, 2010 | Potency, µM (titrated, usually from 114 µM), for inactives: at the highest dose activity change, negative = inhibition, usual class: inhibitors | 340,000 compounds, 1.3% hits; further: on the % scale 0 is the no-effect control and ±100 the full control effect
#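 Human Pol beta at 10 nM; strand-displacement substrate 50 nM final. Compound exposure 15 min at room temperature before start, reaction 10 min at room temperature.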
# BAZ2B inh – qHTS Assay for Inhibitors of BAZ2B; Bromodomain adjacent to zinc finger domain protein 2B (Homo sapiens), Q9UIF8; 360,000 compounds, 4.4% hits; AlphaScreen BAZ2B-H3K14Ac peptide displacement; Potency, µM (highest dose often 114 µM), without a hit: at the top dose activity change, negative = inhibition, most hits filed as inhibitors; further: on the % scale 0 is the no-effect control and ±100 the full control effect; nearly all actives have a fitted effect of over 60% in size
#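 BAZ2B 50 nM plus b-H3(5-23)K14Ac 50 nM, PBS pH 7.4/0.01% Tween-20, 30 min RT; compound added (max 110 uM), 30 min RT; streptavidin donor/Ni-chelate acceptor beads 10 ug/mL final, 20 min dark; AlphaScreen read.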
# APE1 inh – qHTS Assay for Inhibitors of the Human Apurinic/apyrimidinic Endonuclease 1 (APE1); Potency, µM (top dose mostly 65.8 µM), without a hit: top-dose activity change, negative = inhibition, hits mostly inhibitors; 350,000 compounds, 0.35% hits; DNA repair nuclease/redox regulator APEX1 (Homo sapiens), P27695; AID 2517, 2012; recombinant APE1, TAMRA/BHQ-2 abasic DNA cleavage fluorescence;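 further: plate controls were vehicle for no effect and reference inhibitor for full effect; nearly all actives have a fitted effect of over 55% in size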
#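 Step 1: APE1 (0.75 nM) with compound, 15 min RT. Step 2: add 50 nM fluorophore/quencher THF duplex. Step 3: three fluorescence reads 60 s apart (525/598 nm); read 3 minus read 1 = reaction progress.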
# POLH inh – qHTS for Inhibitors of Polymerase Eta; AID 588591, 2011; recombinant Pol eta, fluorescent DNA replication assay; Potency, µM (series often up to 114 µM), for inactives: at the highest dose activity change, negative = inhibition, actives largely listed as inhibitors; 390,000 compounds, 1.2% hits; further: on the % scale 0 is the no-effect control and ±100 the full control effect
#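 Pol eta (10 nM) was preincubated with compounds for 15 min at room temperature, after which fluorescent replication substrate (50 nM final) was added to start the reaction. Fluorescence was read kinetically at 0 and 10 min.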
# POLI inh – qHTS for Inhibitors of Polymerase Iota | AID 588590, 2011 | 390,000 compounds, 1% hits | Potency, µM (highest dose often 115 µM), for inactives: top-dose activity, negative = inhibition, hits mostly inhibitors | Pol iota fluorescent replication assay, 10 min
#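 Fluorescent replication assay read twice, at 0 min and 10 min after adding 50 nM (final) substrate. Enzyme (10 nM) and compounds were first incubated 15 min at room temperature; enzyme-free buffer wells were negative controls.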
# BLM inh – qHTS Assay for Inhibitors of Bloom's syndrome helicase (BLM) | RecQ-like DNA helicase BLM (Homo sapiens), P54132 | recombinant BLM DNA unwinding, fluorescence dequenching | Potency, µM (titrated, usually from 56.1 µM), for inactives: at the top dose activity change, negative = inhibition, hits mostly inhibitors | 350,000 compounds, 0.2% hits | AID 2528, 2010;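 further: plate controls were vehicle for no effect and no enzyme for full effect; nearly all actives have a fitted effect of over 35% in size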
# * marks the source's active call; other numbers are inactive results; ? = inconclusive; / = not tested or not shown; & = joins results of further samples; [ ] = another dose, or the depositor's remark. The call rests on the fitted dose curve; in most records, active means well fitted curve in the direction sought with a large enough effect; inconclusive means small, poorly fitted or top-dose-only effect, or another doubt; inactive means no such curve, though single readings can be large; an effect the other way counts as inactive or inconclusive. Potency means the concentration at half of the fitted maximal effect.
entry	Molecule	POLI inh	Pol beta inh	POLK inh	BLM inh	APE1 inh	Anesthetic bind	G9a block	POLH inh	BAZ2B inh
1	CCCCCc1cc(=O)oc2c(C(CCN3CCCCC3)c3ccc4c(c3)OCO4)c(OC)cc(OC)c12 (centres undefined)	-5.1%	5.1%	-14.7%	-7.3%	-2.6%	-13.5%	-5.1%[12.7 µM]	-12.1%	?
2	CCC1Oc2ccccc2N(CC(=O)Nc2ccc(OC)cc2OC)C1=O (centres undefined)	1.8%	-27.0%	-14.5%	-2.2%	0.4%	-17.7%	-46.0%[12.7 µM]	-5.7%	-2.1%
3	COc1ccc2c(c1)CC[C@@H]1[C@@H]2CC[C@]2(C)[C@@H](C(C)=O)C[C@@H]12	-6.1%	/	11.9%	/	25.2%	/	-5.9%[2.33 µM]	-8.7%	5.3%
4	COc1cc(OC)c(N(C)C(=O)Cn2ncc3c(=O)oc4ccccc4c32)cc1Cl	-8.7%	13.0%	-11.8%	-1.1%	/	-2.0%	4.0%[59 µM]	-0.1%	/
5	NNC(=S)NC1CCS(=O)(=O)C1 (centres undefined)	-13.8%[58.9 µM]	0.2%	-16.9%	0.2%	-1.9%	1.9%	/	-18.2%	15.7%
6	CCOc1ccc(C(=O)NCc2nnnn2-c2ccc(C)c(C)c2)cc1OCC	-7.8%	-16.5%	-7.7%[60.1 µM]	-2.5%	/	-2.5%	3.5%[59 µM]	0.9%	6.0%
7	Cc1noc(C)c1-c1cncnc1NCc1cccnc1	/	/	1.1%[60.1 µM]	-7.3%	?	/	-49.3%[0.501 µM]	/	/
8	O=C(CSc1ncnc2nc[nH]c12)c1ccc2ccccc2c1	-0.5%	?	-9.3%	1.6%	-1.2%	?	-11.8%[59 µM]	?	-21.9%
9	CCn1nc(C(=O)OCC(=O)Nc2nc(-c3ccc(OC)cc3)cs2)c2ccccc2c1=O	19.3%	-1.7%	-3.0%[60.1 µM]	-3.4%	-1.5%	-13.1%	?	-18.7%	-36.6%
10	COc1ccccc1CCNC(=O)CSc1nnc2ccc(-c3ccncc3)nn12	15.4%	2.1%	7.7%	-4.1%	-1.5%	-16.1%	50.1µM*	26.3%	-28.6%
11	Cc1ccc(S(=O)(=O)N2CCN(c3ccccc3)CC2)cc1C(=O)NC1CCCCC1	-12.0%	25.9%	-3.9%	-8.2%	5.8%	-8.1%	35.7%	3.9%	-12.4%
12	COc1ccc(-c2csc(NC(=O)c3ccc(S(C)(=O)=O)cc3)n2)cc1	-14.2%	-0.8%	-14.3%	-3.2%	18.1%	-10.6%	-9.0%	-7.9%	-11.5%
13	O=C(CCCC[C@@H]1SC[C@H]2NC(=O)N[C@H]12)Nc1ccc(C(=O)O)cc1	/	/	14.9%[60.1 µM]	1.9%	-0.2%	7.4%	/	/	/
14	COc1ccc(-c2noc(CN(Cc3nccn3C)C(C)C)n2)cc1	49.9%[activator]	-15.9%	-9.8%	1.0%	-2.5%	3.9%	?	-12.6%	-28.6%
15	COc1ccc(CCNC(=O)c2c(O)nc3ccccn3c2=O)cc1	25.3%	-29.3%	-15.4%	-0.5%	/	-6.6%	-2.3%[59 µM]	-9.9%	0.3%
16	CCCC(C)NC(=O)CSc1nc(-c2ccccc2)cn1N (centres undefined)	70.0%[activator]	1.8%	-1.2%	-5.2%	1.3%	-8.1%	-1.8%	-23.7%	-14.0%
17	COCCc1nn2c(=O)cc(COC(=O)c3ccc(C(C)(C)C)cc3)nc2s1	2.3%	26.7%	0.0%	-7.9%	/	?	1.9%[59 µM]	-12.1%	-16.1%
18	O=C(NC1CC1)c1ccc2c3c(cccc13)CC2	12.4%	17.0%	-5.9%	-8.7%	4.2%	-15.2%	13.3%	-6.9%	3.3%
19	COc1cccc(NC(=O)Cn2c(=O)n(Cc3ccccc3)c(=O)c3c4c(sc32)CN(C(C)=O)CC4)c1	26.3%	8.6%	5.5%	-6.0%	/	49.8%[activator]	4.6%[59 µM]	-17.3%	-10.8%
20	CCCCNC(=O)CS(=O)Cc1nc(-c2cccc(C)c2)oc1C (centres undefined)	-13.6%	20.2%	-7.1%	-1.3%	-2.6%	-24.0%	?	1.0%	7.4%
21	O=C1N[C@@H](Cc2ccccc2)C(=O)N2[C@H]1C[C@]1(Br)c3ccccc3N(S(=O)(=O)c3ccccc3)[C@H]21	13.2%	/	6.7%	/	46.4%[activator]	/	7.4%[2.33 µM]	-13.8%	-19.8%
22	Cc1ccc(S(=O)(=O)Nc2cccc(C(=O)NCCCN3CCOCC3)c2)cc1F	63.8%[activator]	/	-13.7%	/	-9.9%	/	1.3%	-0.7%	14.2%
23	Cn1ncc(Br)c1C(=O)NC1C2CC3CC(C2)CC1C3 (centres undefined)	13.5%	1.3%	-7.9%	-1.8%	-1.4%	?	19.4%[59 µM]	-11.1%	-1.2%
24	Cc1cccc(N2CCN(C(=O)c3ccc(S(=O)(=O)N(C)c4ccccc4)cc3)CC2)c1C	28.4%	/	-6.5%	/	4.9%	/	/	-17.5%	/
25	CCc1ccc(NC(=O)Cn2c(=O)n(CCCC(=O)NCc3ccccc3OC)c(=O)c3ccccc32)cc1	3.1%	-0.4%	-15.3%	-1.6%	/	-6.3%	11.6%[59 µM]	-7.1%	1.6%
26	Cc1cccc(CSC2=NN3CCCC(=O)N=C3S2)c1	?	-28.8%	?	-5.3%	?	-0.1%	15.3%	6.9%	-9.5%
27	COc1ccccc1NC(=O)[C@H](COCc1ccccc1)NC(=O)OC(C)(C)C	-0.3%	21.8%	-6.5%	-5.2%	-1.5%	-7.6%	/	-17.6%	0.0%
28	Cc1cc(C(=O)c2ccc(Cl)cc2)c(NC(=O)CCl)s1	-1.1%	3.8%	-3.2%	-7.5%	8.0%	-6.4%	?	?	1.9%
29	O=C(/C=C/c1c(F)cccc1Cl)Nc1cccnc1	9.3%	2.0%	2.3%	-3.4%	-6.2%	-17.6%	/	-18.9%	-5.3%
30	CC1(c2nnc(Cc3ccccc3)o2)CC(c2ccccc2Br)=NO1 (centres undefined)	-4.6%	/	-10.5%	/	-13.4%	/	-16.2%[2.33 µM]	-11.2%	9.2%

# Some entries already given, showing only APE1 inh and POLH inh:
entry | Molecule | APE1 inh | POLH inh
9 | CCn1nc(C(=O)OCC(=O)Nc2nc(-c3ccc(OC)cc3)cs2)c2ccccc2c1=O | -1.5% | -18.7%
10 | COc1ccccc1CCNC(=O)CSc1nnc2ccc(-c3ccncc3)nn12 | -1.5% | 26.3%
11 | Cc1ccc(S(=O)(=O)N2CCN(c3ccccc3)CC2)cc1C(=O)NC1CCCCC1 | 5.8% | 3.9%

# (continued)
entry	Molecule	POLI inh	Pol beta inh	POLK inh	BLM inh	APE1 inh	Anesthetic bind	G9a block	POLH inh	BAZ2B inh
31	CCOC(=O)N1CCN(Cc2cn[nH]c2-c2ccc(-c3ccccc3)cc2)CC1	31.2%[activator]	3.3%	-7.1%	-10.5%	2.2%	-8.7%	/	-3.1%	?
32	CCOC(=O)C1=C(O)C(=O)N(CCCn2ccnc2)C1c1ccc(OC)cc1 (centres undefined)	/	19.1%	/	0.2%	-3.2%	-2.1%	44.7µM*	/	-36.1%
33	CCCCn1c(N)c(N(CC(C)C)C(=O)C(C)SCc2nc3sc(C)c(C)c3c(=O)[nH]2)c(=O)[nH]c1=O (centres undefined)	168.3%[activator]	/	-4.1%	/	2.2%	/	35.5µM*	6.0%	0.1%
34	Cc1ccc(Cc2nnc(SCC(=O)Nc3c(C)cccc3C)[nH]c2=O)cc1	5.1%	/	-14.2%	/	18.9%	/	14.0%	-9.0%	6.4%
35	Nc1nc(-c2ccccc2)nn1S(=O)(=O)c1ccccc1	-29.1%	0.3%	-15.9%	-2.8%	3.3%	-12.3%	-1.2%	-0.9%	1.0%
36	CCc1sc(C(=O)Nc2ccc(F)cc2C)cc1C	16.4%	14.2%[57.1 µM]	-8.7%	-1.7%	-2.2%	2.9%	-3.3%	-17.8%	7.9%
37	COc1ccc(Cc2nnc(NC(=O)Nc3cccc(OC)c3)s2)cc1	143.0%[activator]	28.3%	-2.7%	-5.1%	26.0%	2.5%	14.5%	-5.5%	-13.8%
38	CCOc1ccccc1NC(=O)CSc1nc2c(sc3ccccc32)c(=O)n1CCCC(=O)NC1CCCC1	1.4%	-1.5%	-7.8%	-5.2%	/	-7.1%	-39.7%[59 µM]	1.9%	-17.7%
39	COc1ccc(NC(=O)CN(c2ccc([N+](=O)[O-])cc2)S(=O)(=O)c2ccccc2)c(OC)c1	6.1%	54.5%	-21.2%	-4.9%	14.9%	2.9%	3.9%[59 µM]	-9.5%	-3.8%
40	CN(CC(O)CN1CCOCC1)S(=O)(=O)O (centres undefined)	2.3%&28.6%	3.2%&6.4%	9.9%&-0.2%	-3.3%&-1.6%	-3.7%&-3.4%	-4.4%&-6.5%	7.3%&-1.0%	-15.2%&-9.5%	5.4%&5.4%
41	CCc1ccccc1NC(=O)Cn1c(=O)n(Cc2ccccc2)c(=O)c2c(C)c(C(=O)N(C)C)sc21	14.5%	-21.8%	2.4%[60.1 µM]	-2.9%	/	?	-0.5%[59 µM]	-25.5%	3.2%
42	Cc1ccc(N(C(=O)c2csnn2)C(C(=O)NC2CCCCC2)c2cccnc2)c(C)c1 (centres undefined)	87.4%[activator]	78.4%	4.5%	-1.4%	12.6%	-14.0%	-4.5%	-5.5%	-1.1%

# An excerpt; the hit share may differ from the screen's.
